# From PubChem BioAssay
# Dynein cargo inh = blocks dynein driven cargo transport along microtubules | z-score, hits read low | 3617.4 mouse cells, GR-EGFP nuclear translocation imaging; test concentration mostly 20 µM; stimulated with dexamethasone, 1 µM; hits give low values | 220,000 compounds, 0.47% hits;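 active = plate z-score of nuclear minus cytoplasmic receptor signal below a set negative limit, without overly bright fluorescence or cell loss, cut at about -3.5 in these data, passing the limit was not always enough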;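 also: z-score of nuclear minus cytoplasmic ring GR-EGFP intensity difference per well; some compounds called inactive have numbers as strong as hits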
#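 Also added: dexamethasone, 1.0 µM final. Medium: tet-free, stripped-serum medium. Detection: fixed, Hoechst-stained cells imaged at 10x for EGFP. Read-out: nuclear-to-cytoplasmic GR-EGFP distribution per well. Times: induction 48 h, compound 1 h, agonist 30 min.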
# NOD2 inhibition = NOD2 signaling inhibitors, cell-based, luminescence, uHTS, HEK293 (AID 1566) | 290,000 compounds, 0.63% hits | HEK293 NOD2/NF-kB luciferase reporter, luminescence; higher % means a stronger effect | one-dose inhibition, % at 4 µM; EC50 in µM for titrated hits; in the data active = inhibition above about 50%; also: many of its hits are not listed in these tables
# M17LAP inhibition = P. falciparum M17LAP inhibitors, primary screen, biochemical, fluorogenic H-Leu-NHMec substrate, 1536-well (AID 1619); recombinant M17LAP, H-Leu-NHMec fluorogenic kinetic assay; higher % means a stronger effect; one-dose inhibition, % at 30 µM; IC50 in µM for titrated hits; 220,000 compounds, 0.38% hits;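 active = compound inhibiting the enzyme by more than half at any dose during confirmatory dose-response retesting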;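 also: plate controls were full reaction with DMSO carrier for no effect and no enzyme background for full effect; strong numbers were not always called active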
# Insulin prom up = MIN6 insulin promoter up-regulation; MIN6 insulin promoter-GFP reporter, high-content imaging; hits give high values; z-score at 5 µM; 190,000 compounds, 0.3% hits;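 active = z-score above 3 at 5 µM with at least 500 cells counted in the well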
# bCat nuc transl = beta-catenin nuclear translocation modulation | 190,000 compounds, 0.3% hits | HeLa beta-catenin nuclear translocation, immunofluorescence imaging | nuclear translocation activity, % at 5 µM;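 active = nuclear translocation activity above 50% at 5 µM, with a well cell count of 50 or more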;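 also: per-cell ratio of nuclear to cytoplasmic median beta-catenin stain intensity; plate controls were DMSO negative control for no effect and GSK-3 inhibitor IX positive control for full effect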
#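 System: Human HeLa cells, endogenous beta-catenin | Compound dosing: 5 µM primary, 0.02–20 µM confirmation | Timing: 24 h compound exposure at 37°C, 5% CO2 | Measured by: Fluorescence imaging of beta-catenin antibody stain plus DAPI | Read-out basis: % activation of per-cell nuclear versus cytoplasmic median beta-catenin signal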
# NOD1 inhibition = NOD1 signaling inhibitors, primary screen, cell-based, luminescence, uHTS (AID 1578); inhibition, % at 4 µM; hits with a dose series show EC50 in µM; 290,000 compounds, 1% hits; NOD1-driven NF-kB luciferase reporter cells, luminescence; higher % means a stronger effect; in the data active = inhibition mostly above about 36%, no sharp cut-off; inactive = mostly below about 34%;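 also: HEK-293T reporter cells stimulated with the NOD1 agonist gamma-tri-DAP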
# Autophagy HCS = modulators of autophagy; MEF GFP-LC3 puncta imaging; test concentration mostly 10 µM; calls only at 10 µM (by protocol); 190,000 compounds, 0.98% hits;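 active = percentage of spot-positive cells more than 3 SD above its plate mean, without a fluorescence outlier flag or 80% toxicity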;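 also: spot-positive cell cutoff set from DMSO-treated cells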
# Yfh1-depleted yeast = enhancers of respiration in Yfh1-depleted yeast, dose response, Friedreich's ataxia, plus single-dose screen (AID 1465); S. cerevisiae Yfh1-off respiration, WST-1 reduction, 72 h; higher fold induction means a stronger effect; fold induction at 50 µM, or EC50 in µM where a hit was titrated; 220,000 compounds, 0.074% hits;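 active = fold induction of absorbance versus untreated yeast above a set limit, then at least 30% activation at any dose in follow-up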;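 also: activators that raise dye reduction in frataxin-depleted yeast; strong numbers were not always called active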
# MT stabilize HCS = stabilizes microtubules in HeLa cells; HeLa tubulin immunostaining HCS, 24 h; share of cells brighter than vehicle mean+2SD; % tubulin-high responders, % at 10 µM; 200,000 compounds, 0.83% hits;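 active = plate Z-score above 3 for both tubulin-high and condensed-nucleus cell shares, with cell loss under 80%, at 10 µM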;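 also: anti alpha tubulin signal scored within the nucleus-defined area of each cell; some results filed as inactive read as strong as hits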
# Dynein cargo inh cytoplasmic EGFP = recorded beside Dynein cargo inh, whose call it bears; z-score; measured here: cytoplasmic GR-EGFP intensity; hits give high values
# Dynein cargo inh nuclear GR-EGFP = also measured in Dynein cargo inh; calls as there; z-score; measured here: nuclear GR-EGFP intensity;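 lower value marks the stronger effect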
# Dynein cargo inh cell count = further read-out of Dynein cargo inh, marked with its call; z-score; measured here: cell count per field
# Insulin prom up cell count = second read-out of Insulin prom up, no call of its own (marks repeat the call); cell count; measured here: cytotoxicity, nuclei count;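 total cells summed across four imaged fields per well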
# bCat nuc transl cell count 5 µM = second read-out of bCat nuc transl, no call of its own (marks repeat the call); cell count; measured here: cell count, cytotoxicity flag
# MT stabilize HCS Hoechst-high % = recorded beside MT stabilize HCS, whose call it bears; % Hoechst-high responders; measured here: nuclear condensation Hoechst responders;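 share of cells brighter than vehicle mean plus two SD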
# MT stabilize HCS cytotoxicity % = also measured in MT stabilize HCS; calls as there; toxicity, %; measured here: cytotoxicity by cell density;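 0% = mean cell density of plate MIN control wells and 100% = no cells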
# Autophagy HCS cell loss 18 h = second read-out of Autophagy HCS, no call of its own (marks repeat the call); toxicity, %; measured here: cell loss, nuclei count;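 cell loss after 18 h compound exposure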
# * = called active by the depositor; i = inactive; . = not tested or not shown. Some of the compounds tested (hit frequency here may not be typical).
SMILES,Dynein cargo inh,Dynein cargo inh cytoplasmic EGFP,Dynein cargo inh nuclear GR-EGFP,Dynein cargo inh cell count,NOD2 inhibition,M17LAP inhibition,Insulin prom up,Insulin prom up cell count,bCat nuc transl,bCat nuc transl cell count 5 µM,NOD1 inhibition,Autophagy HCS,Autophagy HCS cell loss 18 h,Yfh1-depleted yeast,MT stabilize HCS,MT stabilize HCS Hoechst-high %,MT stabilize HCS cytotoxicity %
COC(=O)C(CSCc1ccccc1)NC(=O)CSc1nc(N)cc(=O)[nH]1 (stereo not given),0.2,-0.3,0.27,0.23,16%,0%,0.01,1285,-1.4,1118,17%,i,39,i,2.7,2.5,3.5
COc1cc(/C=C/C(=O)OCC(=O)Nc2sc3c(c2C#N)CCC(C)C3)ccc1OCC#N (stereo not given),0.3,0.37,0.49,0.48,-10%,3%,0.04,1378,1.1,1500,-16%,i,-31,i,3.9,2.7,7.9
Cc1nn(C)c(C)c1CN(C)C(=O)c1cc2nc(-c3ccco3)cc(C(F)(F)F)n2n1,-0.66,-0.25,-0.46,0.054,9%,-4%,-0.6,1283,.,.,3%,i,6,i,3.1,3.1,3.7
CN(C)c1nc(NCc2ccccc2)nc(SCC(=O)Nc2ccc(Cl)c(Cl)c2)n1,0.79,-0.092,0.44,-1.4,5%,-4%,-0.53,1593,-0.2,1368,10%,i,2,i,1.3,1.4,13
O=C1CCc2cc(S(=O)(=O)N3CCN(c4ccccc4F)CC3)ccc2N1,-1.1,1.3,-0.44,0.73,34%,3%,-0.58,929,4.0,1024,24%,i,5,i,1.6,2.2,12
O=C(NNC(=O)c1ccccc1-n1cccc1)c1ccc(F)cc1,-0.68,-0.32,-0.29,0.74,0%,0%,0.37,1103,-4.3,1164,-10%,i,-1,i,1.9,4.0,5.6
CC(=O)c1c(C)[nH]c(C(=O)OCC(=O)Nc2cc(C(F)(F)F)ccc2N2CCOCC2)c1C,0.92,-0.26,0.62,-0.63,-6%,-7%,-0.42,918,0.2,1141,-9%,i,6,i,18,4.1,29
Cc1cc(C)nc(NC(=O)CSc2nc3ccccc3o2)n1,-0.32,0.1,-0.34,0.37,-24%,5%,0.49,1023,.,.,-19%,i,3,i,1.4,1.9,5.0
CNC(=O)c1sc(-c2cccs2)nc1C,1.5,1.6e-05,0.72,-0.4,1%,9%,-0.72,1289,-5.3,1111,-18%,i,0,i,4.7,2.4,5.3
O=C(COc1ccc(Cl)cc1)NCc1nnc(SCC(=O)c2ccccc2)o1,0.0015,-0.18,0.63,0.77,0%,-8%,0.57,801,-2.5,1083,-4%,i,-7,i,2.3,1.2,6.9
O=C(CCNc1n[nH]c(=O)[nH]c1=O)N1CCCCC1,0.99,-0.19,0.44,-0.31,0%,-11%,-0.26,1378,-1.2,1135,-8%,i,0,i,2.2,2.3,13
CC(C)CNC(=O)COC(=O)c1cc(Cl)cc(Cl)c1N,1.4,0.18,0.7,-0.86,1%,-4%,0.79,781,.,.,-26%,i,-11,i,1.3,1.1,5.4
COc1cc(/C=N/NC(=O)CCN2CCN(C(c3ccccc3)c3ccccc3)CC2)ccc1O,0.097,-0.25,-0.057,0.23,-15%,11%,-1.5,1483,0.8,1108,-44%,i,-18,i,3.7,1.7,7.9
CCOC(=O)/C(C)=N/NC(=O)c1ccc([N+](=O)[O-])cc1,-0.84,0.7,-0.018,0.6,-4%,-2%,0.35,1172,0.2,1122,-33%,i,18,i,3.7,1.4,7.5
O=C(NC1CCCCC1)C(c1ccccn1)N(C(=O)Cc1cccs1)c1ccc(Cl)cc1 (stereo not given),0.32,-0.16,-0.16,0.76,16%,-13%,.,.,.,.,26%,i,12,i,3.9,3.9,3.3
COc1ccc(CC(=O)NNC(=O)Cc2ccc(OC)cc2)cc1,2.8,0.4,1.8,-1.3,-22%,-5%,0.25,1496,-0.1,1542,-23%,i,15,i,4.3,2.6,4.4
COC(=O)c1ccc(Cn2nc(C)c([N+](=O)[O-])c2C)o1,0.13,-0.21,0.26,-0.44,18%,-14%,0.9,1544,-0.2,1587,-13%,i,-2,i,1.7,2.2,5.8
O=[N+]([O-])c1nn(-c2ccc(Cl)cc2)n(O)c1=NCc1cccnc1,-0.83,-0.26,-0.64,0.072,-15%,34%,-0.05,852,-0.7,904,19%,i,39,i,2.5,2.2,5.5
O=C(Nc1ccncc1)C1CC1c1ccccc1 (stereo not given),-0.037,-0.083,0.29,0.064,14%,12%,-2.7,627,4.5,992,13%,i,11,i,2.9,2.7,7.3
Cc1ccc(/C(=N/Nc2nc3ccccc3s2)C2=C(O)c3ccccc3C2=O)cc1,1.3,-0.14,0.39,0.42,-14%,9%,-0.11,1570,-3.0,1025,-38%,i,-5,i,2.2,1.2,13
O=C(Nc1cccc(F)c1)C1CCN(C(=O)c2ccccc2Cl)CC1,-0.37,-0.37,0.087,0.27,14%,4%,0.16,933,-0.9,1010,12%,i,-3,i,1.1,1.2,9.2
COc1ccc(N2C(=O)CC(c3cc(OC)c(OC)c(OC)c3)CC2=O)cc1,-0.094,-0.22,0.49,-0.13,21%,.,-0.18,1029,0.6,1294,0%,.,.,.,.,.,.
O=C(NCC1CCCO1)C(=Cc1cccc([N+](=O)[O-])c1)C(=O)NCC1CCCO1 (stereo not given),1.1,0.0023,0.54,-2,10%,15%,0.89,1180,-1.2,545,11%,i,-11,i,4.1,3.2,0.4
CCOc1ccc(C=O)cc1CN1CCCCC1,-0.63,-0.22,-0.099,0.85,17%,2%,-0.3,914,-8.4,1265,-10%,i,-1,i,2.5,2.8,4.5
Cc1ccc(CSCC(N)C(=O)O)cc1 (stereo not given),0.28,-0.26,0.42,-0.45,18%,29%,0.37,1552,-2.2,1129,-12%,i,9,i,2.1,3.8,2.6
O=C1CC(c2ccccc2)C(=O)N1c1cccc(O)c1 (stereo not given),-0.24,-0.25,0.19,-0.099,-3%,2%,1.1,1291,0.5,985,-30%,i,7,i,3.6,2.3,4.1
Cc1nc(-c2ccccc2)sc1-c1nc(-c2cccnc2)ncc1S(=O)(=O)c1ccccc1,0.95,-0.53,0.36,-0.092,6%,5%,-0.38,1340,.,.,-10%,i,10,i,3.0,2.4,6.1
COc1ccc(C(=O)[C@H]2[C@H]3C(=O)N(c4ccc(C)cc4)C(=O)[C@H]3C3C=CC=NN32)cc1 (stereo not given in full),0.49,-0.096,0.73,0.093,12%,17%,-0.49,956,0.4,1268,-10%,.,.,i,.,.,.
CC1CCN(C(=O)c2ccc(N(C)S(C)(=O)=O)cc2)CC1,-0.49,0.39,0.34,0.59,7%,0%,-0.31,1193,1.3,1021,-26%,i,-2,i,2.0,0.3,22
CON/C=C(\C=Nc1ccc(C(F)(F)F)cc1)c1ncc(C(F)(F)F)cc1Cl,2.5,-0.18,0.6,-1.5,9%,0%,.,.,.,.,4%,i,-7,i,2.8,0.8,0.9
COc1ccccc1CNC(=O)CCS(=O)(=O)c1ccc2c(c1)CCCN2C(C)=O,0.58,-0.051,1.1,-0.83,0%,-5%,-0.45,1372,3.8,1397,-32%,i,8,i,3.4,2.9,7.2
O=C(CN1CCOCC1)Nc1ccccc1,0.75,0.076,0.44,-1.5,16%,0%,-0.33,940,3.0,1162,3%,i,0,i,1.2,1.8,9.0
O=C(O)C1CCCCC1C(=O)Nc1cccc(C(=O)N2CCCCC2)c1 (stereo not given),-0.44,-0.25,-0.0045,0.52,-7%,30%,0.77,1891,-3.3,1094,-17%,i,3,i,1.7,2.3,3.6
Cc1ccnc(NC(=O)COC(=O)C2COc3ccccc3O2)n1 (stereo not given),-0.4,-0.33,-0.31,0.37,-1%,8%,0.39,1545,-1.2,1044,20%,i,4,i,1.8,2.0,8.8
O=c1c2ccccc2nc(SCc2cc([N+](=O)[O-])cc3c2OCOC3)n1-c1ccccc1,0.52,-0.26,-0.052,0.31,-4%,-4%,-0.19,1226,-0.2,938,-12%,i,-7,i,3.0,2.0,5.2
Cc1ccc(N/C(N)=N/c2nc(CSc3ccccn3)cc(=O)[nH]2)c(C)c1,0.75,-0.26,0.4,0.8,14%,-3%,-1.7,1408,-1.0,1139,-35%,i,15,i,2.0,1.2,1.8
COc1ccc(OC)c(NS(=O)(=O)c2ccc(NC(C)=O)cc2)c1,-0.29,-0.16,-0.058,0.67,18%,-7%,-0.24,893,.,.,6%,i,-9,i,2.6,2.0,1.5
CC(C)OC(=O)c1cc(C(=O)c2cc(Br)ccc2O)coc1=N,0.76,-0.19,0.26,0.41,16%,1%,0.24,1138,-0.5,1065,-19%,i,13,i,2.7,1.8,1.7
CCn1c(NC)cc(=O)n(C)c1=O,-0.96,-0.27,-0.38,0.4,18%,8%,.,.,.,.,-5%,i,0,i,3.3,2.6,8.6
